High-throughput results (PubChem)
PGE2 EP2 inh – blocks the human prostaglandin E2 receptor EP2; AID 1422; P43116; hit rate 0.52% among 260,000; inhibition, % at 25 µM; C6 glioma cells expressing human EP2, cAMP TR-FRET; cells stimulated with saturating PGE2;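 active = percent inhibition above 40 after rounding to a whole number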;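 note: rat C6 glioma host cells with rolipram phosphodiesterase inhibitor present; the protocol text gives 20 µM as final concentration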
Target sequence (P43116 whole entry, looked up): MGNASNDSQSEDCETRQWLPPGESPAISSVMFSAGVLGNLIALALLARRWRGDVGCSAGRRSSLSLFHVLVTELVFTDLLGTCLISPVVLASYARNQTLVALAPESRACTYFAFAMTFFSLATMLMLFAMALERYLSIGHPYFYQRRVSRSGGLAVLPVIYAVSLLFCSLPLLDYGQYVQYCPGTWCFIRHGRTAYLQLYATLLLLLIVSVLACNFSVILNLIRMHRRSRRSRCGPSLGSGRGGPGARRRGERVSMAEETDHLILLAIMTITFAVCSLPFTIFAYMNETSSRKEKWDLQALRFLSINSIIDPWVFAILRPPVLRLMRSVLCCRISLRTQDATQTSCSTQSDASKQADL
* = called active by the depositor; & = joins results of further samples.

SMILES	PGE2 EP2 inh
Cn1cc(-c2nnc(-c3cccc(F)c3)o2)c2ccccc21	11.3
O=C(CSc1nc(-c2ccc(F)cc2)cc(C(F)(F)F)n1)NCCCn1ccnc1	10.3
CCn1c(COc2ccc(OC)cc2)nnc1SCC(=O)Nc1nc(C)cs1	3.5
O=C(CN1C(=O)CSC1=O)Nc1cccc(Cl)c1Cl	8.0
CN(C)c1nc(NCCNS(=O)(=O)c2ccc(Cl)cc2)nc(N(C)C)n1	10.3
O=C(Nc1ccccc1)C1=C[C@@H](c2ccc(C(F)(F)F)cc2)C[C@@H](OCCCCO)O1	4.7
Cn1c(=O)oc2cc(NCc3cccc(OCc4cccnc4)c3)ccc21	6.7
Cc1ccc2ccc(/C=C/c3ccc(N(C)C)cc3)[n+](C)c2c1	27.4
Cc1cccc(-c2oc3ccc(-c4ccc5c(c4)OCO5)cc3c2-c2ccc(OC3CCCCO3)cc2)c1 (stereo unspecified)	14.5
CCOC(=O)c1cc2occc2n1CC(=O)N1CCCCC1C (stereo unspecified)	6.5
COc1ccccc1NC(=O)c1sc(NC(=O)c2ccc(C)cc2)c(C#N)c1C	8.9
COc1ccc(CC(=O)N2CCC[C@@H]2Cn2nc(-c3cccs3)ccc2=O)cc1	9.8
CC1=C(C(=O)OCc2ccccc2)C(c2ccc(Br)cc2)NC(=O)N1CCCCCC(=O)O (stereo unspecified)	5.9
C[n+]1cn(CC(O)COc2ccc(C(=O)O)cc2)c2ccccc21 (stereo unspecified)	16.5
COCCn1c(SCC(=O)NC2CCCC2)nnc1C(C)C	9.9
CCOc1ccc2[nH]c(=O)c(CN(CCN(C)C)C(=S)NCC3CCCO3)cc2c1 (stereo unspecified)	8.2
CCCC(=O)Nc1nnc(-c2cccnc2)s1	4.4
Cc1ccc(CNC(=O)C2CCCN(c3nccc(C)n3)C2)cc1 (stereo unspecified)	9.6
COc1ccc(CNc2c(-c3cc4cc(C)ccc4[nH]c3=O)nc3ccccn23)cc1	7.9
CC(C)C(=O)c1cn(CC(=O)Nc2ccccc2C(F)(F)F)c2ccccc12	5.8
COc1cccc(C(=O)N2CCC(C(N)=O)CC2)c1OC	5.8
Cc1ccc2cc(C(c3nnnn3C3CCCCC3)N3CCc4ccccc43)c(=O)[nH]c2c1C (stereo unspecified)	7.7
CCN(Cc1ccccc1)C(c1cc2cc(OC)c(OC)cc2[nH]c1=O)c1nnnn1C1CCCC1 (stereo unspecified)	13.0
O=C(c1ccc(Cl)cc1)N1CCCC(c2nc(-c3cccs3)no2)C1 (stereo unspecified)	8.1
O=S(=O)(O)c1ccc(O)c2ncccc12.O=S(=O)(O)c1ccc(O)c2ncccc12.[Zn]	45.1*
O=C(O)c1ccc(-c2ccc3ccccc3c2)s1	13.9
Nc1nc(Nc2ccccc2)nc2c1ncn2[C@@H]1O[C@H](CO)[C@@H](O)[C@H]1O	14.6
Cc1cccc2cc(C(c3nnnn3Cc3ccccc3)N3CCc4ccccc43)c(=O)[nH]c12 (stereo unspecified)	7.0
O=C(COc1ccc(S(=O)(=O)N2CCCC2)cc1)N1CCC(Cc2ccccc2)CC1	7.3
O=C(Cn1nc(C(F)(F)F)c2cccn2c1=O)N1CCOCC1	6.7
COc1ccc2nc3sc(C(=O)N4CCCC(C)C4)c(N)c3cc2c1 (stereo unspecified)	14.8
CCc1nc(SCC(=O)Nc2nc(-c3ccc(OC)cc3)cs2)c2ccccc2n1	10.3
CC(C)(C)c1nc2ccccc2c2nnc(SCC(=O)N3CCCCC3)n12	8.7
Cc1cc(C)n(CCC(=O)NCCc2nc(-c3cccnc3)n[nH]2)n1	6.3
COc1ccc2cc(C#N)c(SCC(=O)Nc3ccc(OC)c(OC)c3)nc2c1	15.8
COc1ccccc1C(N)c1nccn1C (stereo unspecified)	8.6
CC(C)CC(CO)N1CCN(C(=O)c2ccccc2)CCC1=O (stereo unspecified)	9.4
Cn1nnc(NC(=O)c2ccc(Cl)cc2)n1	14.0
COc1ccc(-c2noc3c2-c2nc(-c4ccc(C)cc4)sc2CC3)cc1	18.2
COCCCn1c(SCC(=O)Nc2cccc3ccccc23)nc2sc3c(c2c1=O)CCC3	5.3
COc1cc(OC)c(C2NC(=S)NC(C)=C2C(=O)Nc2ccc(C)cc2)cc1OC (stereo unspecified)	7.1
COC(=O)c1cccc(NC(=O)CSc2nc(C)cc(C)n2)c1	6.2
CCOC(=O)C1Nc2ccccc2C2C(O)C(O)CC12 (stereo unspecified)	12.9
COc1cc(NC(=O)C2CCCN(S(=O)(=O)c3ccc(C)cc3)C2)cc(OC)c1 (stereo unspecified)	12.7
CCn1cc(C(=O)N2CCC3(CC2)Nc2ccccc2-n2cccc23)cn1	8.8
CCOCCCNC(=O)C(=O)NCc1ccc2c(c1)OCO2	7.6
COc1ccc([C@H]2/C=C\CN(S(=O)(=O)c3cccc4cccnc34)[C@@H](C)C(=O)N2Cc2ccc(F)cc2)cc1	17.1
CC(Sc1nnc(-c2ccccc2)n1N)C(=O)O (stereo unspecified)	17.5
CCc1sc(NC(=O)C(C)(C)C)nc1-c1ccccc1	5.3
Cc1cc(NCCNS(=O)(=O)c2ccc3c(c2)oc(=O)n3C)c2ccccc2n1	7.8
CCC(C)C(=O)Nc1nnc(SCC(=O)N2CCc3ccccc32)s1 (stereo unspecified)	6.9
CNc1nc(NN)nc(Nc2ccccc2)n1	8.2
O=C(NC1CCCC1)C1CCCN1C(=O)NCc1ccccc1 (stereo unspecified)	8.6
Cc1ccc(N(C(=O)Cn2nnc3ccccc32)C(C(=O)NCC2CCCO2)c2cccs2)cc1 (stereo unspecified)	5.7
Cc1nn(C)c(C)c1NC(=O)Cn1nc2c(C)cc3ccccc3n2c1=O	13.4
O=C(CC1CCCCC1)N1CCC[C@@H](Cn2nc(-c3cccs3)ccc2=O)C1	6.3
COc1ccc(OC)c(CC(=O)Nc2nc3c(s2)CCc2c-3cnn2C)c1	6.7
Cc1ccc2c(c1)nnn2C1CCN(S(=O)(=O)c2ccc(Cl)cc2)CC1	14.4
CCNC(=O)c1c(NC(=O)COc2cccc(C)c2)sc2c1CCCC2	3.5
O=C(Nc1nnc(C(F)(F)F)s1)c1c(Cl)cccc1Cl	7.3
Further records:
SMILES	PGE2 EP2 inh
O=C(Nc1ccccc1-c1ccccc1)C1CCN(S(=O)(=O)c2ccc3c(c2)OCCO3)CC1	11.6
COc1ccccc1N1CCN(C(=O)CN2CCC(O)(c3nccn3C)CC2)CC1	6.3
CN(C)c1ccc(-c2nnc(SCC(N)=O)n2C)cc1	9.0
CCOc1ccc2nc(SCC(=O)Nc3ccc(OC)c(OC)c3)c(C#N)cc2c1	14.6
CC(C)Oc1ccc(C(=O)Nc2ccccc2N2CCN(C(=O)C(C)C)CC2)cc1	8.9
COc1ccccc1C1(O)CCCN(CC(O)c2ccc3c(c2)CC(C)O3)C1 (stereo unspecified)	9.4
CCn1c(COc2ccc(Br)cc2)nnc1SCC(=O)NC1CCCCC1	7.4
O=C(Cc1ccc(F)cc1)N1CCC(n2cnc3cccnc32)CC1	7.2
Cc1ccc2nc(C3CCN(C(=O)C4CC4)CC3)[nH]c2c1	19.5
C=CCn1c(C)[n+](C)c2cc(Cl)c(Cl)cc21	8.6
O=C(COc1ccc(Cl)cc1Cl)OCCN1CCOCC1	14.3
CCC(c1nnnn1C1CCCCC1)N(Cc1cc2c(C)cc(C)cc2[nH]c1=O)C1CCCCC1 (stereo unspecified)	20.3
CCc1nn(CC(=O)NCc2ccccc2OC)c(=O)c2cc3occc3n12	4.8
CCN1CCCC1CN(Cc1cccnc1)Cc1cnn(C2CCCCC2)c1 (stereo unspecified)	4.3
COc1ccc(N(CC(O)CN2CCCC2)S(=O)(=O)c2ccccc2)cc1 (stereo unspecified)	10.9
CC(=O)Nc1ccc(-c2nc3cc(Cl)ccc3o2)cc1	11.4
COc1ccc2c(c1)C=C(CN1CCc3nc(N4CCC(C)CC4)[nH]c(=O)c3C1)CO2	7.4
Cc1sc2ncnc(SCC(=O)Nc3nccs3)c2c1C	12.4
CCC(CN1CCC(C)CC1)NC(=O)Cc1csc(-c2ccccn2)n1 (stereo unspecified)	2.2
COc1ccc(NC(=O)CSc2nc3c(cc2C#N)CCCC3)cc1OC	7.0

6 compounds out of the list, ordered by molar mass, lowest first.
SMILES	PGE2 EP2 inh
CCc1sc(NC(=O)C(C)(C)C)nc1-c1ccccc1	5.3
CCOC(=O)c1cc2occc2n1CC(=O)N1CCCCC1C (stereo unspecified)	6.5
O=C(Cn1nc(C(F)(F)F)c2cccn2c1=O)N1CCOCC1	6.7
O=C(Cc1ccc(F)cc1)N1CCC(n2cnc3cccnc32)CC1	7.2
COc1ccc2cc(C#N)c(SCC(=O)Nc3ccc(OC)c(OC)c3)nc2c1	15.8
O=S(=O)(O)c1ccc(O)c2ncccc12.O=S(=O)(O)c1ccc(O)c2ncccc12.[Zn]	45.1*

Five of these compounds in another layout:
Compound,PGE2 EP2 inh
O=C(Nc1ccccc1-c1ccccc1)C1CCN(S(=O)(=O)c2ccc3c(c2)OCCO3)CC1,11.6
COc1ccccc1N1CCN(C(=O)CN2CCC(O)(c3nccn3C)CC2)CC1,6.3
CN(C)c1ccc(-c2nnc(SCC(N)=O)n2C)cc1,9.0
CCOc1ccc2nc(SCC(=O)Nc3ccc(OC)c(OC)c3)c(C#N)cc2c1,14.6
CC(C)Oc1ccc(C(=O)Nc2ccccc2N2CCN(C(=O)C(C)C)CC2)cc1,8.9

Next section:
SMILES	PGE2 EP2 inh
CN(C)CCN(Cc1cc2cc3c(cc2[nH]c1=O)OCO3)C(=S)Nc1ccc(F)cc1	8.9
COc1cc2cc(CN(CCCO)C(=S)NCc3ccco3)c(=O)[nH]c2cc1OC	10.2
CCc1nc2ccc(NC(=O)c3cc4c([nH]c3=O)CCCCC4)cc2[nH]1	6.0
CCOc1ccc(/C=C/C(=O)NCc2ccco2)cc1OC	4.0
Cc1cc(C(F)(F)F)n2nc(C(=O)N3C4CCC3CC(c3ccc(F)cc3)C4)cc2n1 (stereo unspecified)	8.9
CCOC(=O)c1cnc(SCC(=O)Nc2cccc(C(=O)OC)c2)nc1N	14.7
COCCN(C(=O)c1cccs1)C(C(=O)NC1CCCCC1)c1ccc(C)cc1 (stereo unspecified)	6.5
COc1ccc(Cl)cc1NC(=O)c1cc(-c2ccc(C)cc2)on1	4.2
CC(=O)c1ccc(N2CCN(CC(=O)Nc3nccs3)CC2)cc1	14.4
c1ccc(C2=NN[C@@H]3c4ccccc4-c4ccccc4N3C2)cc1	10.6
COC(=O)C[C@](O)(CCCC(C)(C)O)C(=O)O[C@@H]1C(OC)=C[C@]23CCCN2CCc2cc4c(cc2[C@H]13)OCO4	8.4
Cc1ccc(C2=Nn3c([n+](C)c4ccccc43)SC2)cc1	7.0
Cc1csc(NC(=O)c2ccc(NC(=O)C(C)C)cc2)n1	5.8
C#CCOCCOCCOCCNc1nc(N2CCN(C(=O)C([C@@H](C)CC)n3cc(C(N)CO)nn3)CC2)nc(N2CCN(C(=O)C([C@@H](C)CC)n3cc(C(N)COC(=O)C(F)(F)F)nn3)CC2)n1 (stereo partly specified)	11.6
CC1CCc2c(sc3ncn4c(SCC(=O)OC(C)C)nnc4c23)C1 (stereo unspecified)	3.6
CCCNC(=O)CSc1nnc2n(CC(=O)NC3CCCCC3)c3ccccc3n12	6.0
COc1cc2c(cc1OC)C(c1ccncc1)N(Cc1cn[nH]c1C(C)(C)C)CC2 (stereo unspecified)	2.9
CC(=O)C[C@H]1c2cc(C(F)(F)F)ccc2S(=O)(=O)N1C1CCCCC1	12.5
CC1CCCN(C(=O)C2CCN(CC3CCCCC3)CC2)C1 (stereo unspecified)	16.8
O=C(CSc1ncccn1)Nc1ncc(Cc2cccc3ccccc23)s1	6.1
COc1ccc(C2(NC(=O)CCc3c(C)noc3C)CCCCC2)cc1	9.1
Cc1cc(C)nc(N2CCN(CC(O)c3ccc4c(c3)CC(C)O4)CC2)n1 (stereo unspecified)	3.7
Cc1nnc2nc(-c3ccc(NC(=O)CCCN4CCCC4=O)cc3)cn2c1C	10.6
C=CCn1c(SCC(=O)Nc2cccc(C)c2C)nnc1-c1ccncc1	8.8
CCN(CC)CCOC(=O)c1ccc2nc(NC(=O)c3ccc(Cl)cc3Cl)sc2c1	9.1
COc1cc(OC)cc(C(=O)N2CCC(C(=O)NC(C)C)CC2)c1	9.1
CN(C)CCCN[C@@H]1CCN(Cc2ccc(F)cc2)C[C@H]1O	4.2
CCn1nc(C)c(NS(=O)(=O)c2ccc3c(c2)NC(=O)C(C)O3)c1C (stereo unspecified)	4.3
O=C(O)Cc1c[nH]c2ccc(O)cc12	14.5&13.7
O=C(COc1ncnc2ccccc12)NC1(c2ccccc2)CCCC1	2.4
Cc1ccc2oc(C(=O)OC(C)C(C)CN(C)C)cc2c1 (stereo unspecified)	5.3
COc1cc(SC#N)ccc1N=Cc1c(O)n(-c2ccccc2)c(=O)[nH]c1=O	13.1
CSc1ncc(C(=O)N2CCC(COc3ccccn3)CC2)cn1	10.0
COCCn1nnnc1C(c1cccc(OC)c1OC)N1CCN(c2ccc(F)cc2)CC1 (stereo unspecified)	7.1
CCOc1ccccc1-n1c(SCC(=O)N2CCOCC2)nc2ccccc2c1=O	4.4
CC1CCc2c(sc3ncn(CC(=O)OCc4ccccc4)c(=O)c23)C1 (stereo unspecified)	10.1
O=C(CSc1nnc2scc(-c3ccccc3)n12)NC1CCCCC1	10.7
COCCNc1c(-c2cc3ccc(C)c(C)c3[nH]c2=O)nc2ccc(C)cn12	14.7
Cc1ccc2c(SCC(=O)NC(C)(C)C)nc(-c3ccc(F)cc3)nc2c1	6.0
NC[C@H]1O[C@H](OC2[C@@H](N)C[C@@H](N)[C@H](O[C@H]3O[C@H](CO)[C@@H](O)[C@H](N)[C@H]3O)[C@H]2O)[C@H](N)[C@@H](O)[C@@H]1O (stereo partly specified)	16.1
COc1ccc(NC(C)=O)cc1S(=O)(=O)Nc1ccc(C(=O)N2CCCCC2)cc1	4.2
CC(C)c1nc2sc3c(c2c2nnc(SCc4cc(=O)[nH]c5ccccc45)n12)CCCC3	8.1
COc1cc2c(cc1CN1CCn3c(CO)nnc3C1)CCC2	8.9
Cc1nnc(SCC(=O)Nc2nc(-c3ccc(Cl)cc3)cs2)s1	22.2
CCN=C(N)CSS(=O)(=O)O	7.6

An excerpt (hit frequency here may not be typical).
